PLK1 kinase inh = inhibitors of human PLK1 kinase; recombinant PLK1 kinase, TR-FRET peptide phosphorylation; P53350; inhibition, % at 10 µM; actives 0.53% (n = 97,000);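 active means inhibition of 50% or more in the single-concentration screen; inactive means inhibition below 50%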;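 further: 0% = DMSO max control and 100% = H-89 dihydrochloride min control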
Ecoli WT expand = E. coli BW25113 growth inhibition, expanded screen. OD600 absorbance. growth inhibition, % at 100 µM. actives 0.15% (n = 98,000). AID 710;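 active means growth inhibition above about 50% at one test dose, limit read from the data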;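 further: growth measured after 20 h incubation at 37 °C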
hDAT+cocaine = human DAT dopamine uptake with cocaine, either direction. LLC-PK1 hDAT cells, [14C]-dopamine uptake with cocaine IC80; actives deviate in either direction. B-score at 10 µM. actives 1.3% (n = 110,000);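 active means Z score or B-score, a plate-position-corrected score, falls beyond the plate's 99.7% confidence bounds, in either direction; inactive means both scores lie inside the 99.7% bounds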;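 further: scored against the spread of the other compound wells on the same plate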
Target sequence (Q01959 whole entry, looked up): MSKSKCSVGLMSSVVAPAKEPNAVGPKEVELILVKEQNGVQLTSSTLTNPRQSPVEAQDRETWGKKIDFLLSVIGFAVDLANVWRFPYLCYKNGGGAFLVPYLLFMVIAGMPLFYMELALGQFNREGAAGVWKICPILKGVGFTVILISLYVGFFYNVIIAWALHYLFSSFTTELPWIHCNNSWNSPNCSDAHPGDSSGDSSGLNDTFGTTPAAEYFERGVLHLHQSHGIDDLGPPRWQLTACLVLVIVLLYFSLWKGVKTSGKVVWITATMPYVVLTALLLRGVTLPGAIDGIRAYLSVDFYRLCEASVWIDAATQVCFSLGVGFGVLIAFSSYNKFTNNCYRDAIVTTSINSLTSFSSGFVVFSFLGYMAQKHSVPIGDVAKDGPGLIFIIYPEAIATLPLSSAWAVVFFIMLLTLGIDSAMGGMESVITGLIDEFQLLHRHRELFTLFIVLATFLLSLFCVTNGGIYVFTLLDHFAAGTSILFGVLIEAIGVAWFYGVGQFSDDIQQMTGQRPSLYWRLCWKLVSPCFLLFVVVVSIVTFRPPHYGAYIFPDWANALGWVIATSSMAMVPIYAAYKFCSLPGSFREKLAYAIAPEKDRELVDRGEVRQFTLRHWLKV
* hit, by the source's call; . = no result given; & = joins results of further samples. Some of the compounds tested (hit frequency here may not be typical).

mol	PLK1 kinase inh	Ecoli WT expand	hDAT+cocaine
Cc1nc2ccc(Br)cc2c(=O)n1-c1ccc([N+](=O)[O-])c(C(F)(F)F)c1	-6	.	.
CCCNC(=O)N1[C@H]2CC[C@@H]1C(C(=O)OC)=C(c1cccc(OC)c1OC)C2	.	.	-0.096
CN1C(=O)c2ccccc2NC(=O)C1Cc1ccccc1 (configuration not stated)	.	.	0.11
CC[C@@H](CO)NC(=O)[C@@H]1C=C2c3cccc4c3c(cn4C)C[C@H]2N(C)C1	.	.	-1.4&0.89
CCN(CC)CCOC(=O)C(O)(c1ccccc1)c1ccccc1	.	.	-0.63
COC(=O)C1=C(c2ccc(S(C)(=O)=O)cc2)C[C@@H]2CC[C@H]1N2C(=O)NCCCOC(C)C	.	.	-0.64
COC(=O)C1=C(c2ccccc2)C[C@@H]2CC[C@H]1N2C(=O)N1CCOCC1	.	.	-2.1
O=C1CN=C(c2ccccc2F)c2cc(Cl)ccc2N1	.	.	-1.8

The list continues.
mol	PLK1 kinase inh	Ecoli WT expand	hDAT+cocaine
COC(=O)C1=C(c2cc3ccccc3o2)C[C@@H]2CC[C@H]1N2C(=O)NCc1ccco1	.	.	-0.29
COC(=O)C1=C(c2ccccc2)C[C@@H]2CC[C@H]1N2C(=O)N1CCC(O)CC1	.	.	-0.32
CCNc1nc(NC(C)(C)C)nc(SC)n1	.	.	0.39
COC(=O)C1=C(c2cc3ccccc3o2)C[C@@H]2CC[C@H]1N2C(=O)NCCCOC(C)C	.	.	0.063
O=c1[nH]c(=O)n(Cc2ccccc2)c(O)c1C=NCCN1CCOCC1	.	.	0.37
O[C@@H]1CCCN2CCc3c([nH]c4ccccc34)[C@H]12	.	.	-0.8
CC(C)=CCOc1c2occc2cc2ccc(=O)oc12	.	.	0.49
C[N+]1(C)CCC(OC(=O)C(c2ccccc2)c2ccccc2)CC1	.	.	0.094

(listing goes on)
mol	PLK1 kinase inh	Ecoli WT expand	hDAT+cocaine
CC(=O)O[C@@H]1/C=C/[C@](C)(O)C[C@@H](C)C/C=C/[C@H]2[C@H](O)[C@@](C)(O)[C@@H](C)[C@H]3[C@H](Cc4ccccc4)NC(=O)[C@@]312	.	.	0.0037
C=C1C[C@@H]2[C@H](CC[C@]3(C)C(=O)CC[C@@H]23)[C@@]2(C)C=CC(=O)C=C12	.	.	-0.008
C[C@@H]1C2C[C@@]34COC(=O)C3=CC=C[C@H]4[C@@]13C[C@H](c1ccoc1)O[C@@H]3O2	.	.	-0.6
CCC(=Nc1ccc2c(c1)CCC2)c1c(O)n(C)c(=O)n(C)c1=O	.	.	-0.13
COc1ccc(C=O)cc1O	.	.	-1.5
N[C@@H](CCl)C(=O)O	.	.	0.7
Cc1cc(Br)ccc1N1C(=O)CC(=O)NC1=O	.	.	-0.43
COC1C(OC(=O)c2ccc(C)[nH]2)C(O)C(Oc2ccc3c(O)c(NC(=O)c4ccc(O)c(CC=C(C)C)c4)c(=O)oc3c2Cl)OC1(C)C (configuration not stated)	.	.	0.72

Next part
mol	PLK1 kinase inh	Ecoli WT expand	hDAT+cocaine
CC(C)COC(=O)c1ccccc1C(=O)OCC(C)C	.	.	0.061
CC(=O)N1N=C2C3CCN(CC3)C2C1c1ccc(C)cc1 (configuration not stated)	.	.	0.03
CNCC(=O)c1ccccc1	.	.	-0.92
Oc1c(Cl)c(Cl)c(Cl)c(Cl)c1Cl	.	.	-1.1
CC(C)(C)[C@]1(O)C[C@@H]2OC(=O)C[C@@]23C(=O)O[C@@H]2OC(=O)[C@H](O)[C@]213	.	.	-0.31
COc1ccc(CCN)cc1OC	.	.	0.54
Nc1ncnc2c1ccn2[C@@H]1O[C@H](CO)[C@@H](O)[C@H]1O	.	.	0.0095
CCCNC(=O)N1[C@H]2CC[C@@H]1C(C(=O)OC)=C(c1cc3ccccc3s1)C2	.	.	-0.14

(list continues)
mol	PLK1 kinase inh	Ecoli WT expand	hDAT+cocaine
CC1=C(C/C(C)=C/c2ccccc2)/C(=C/CO)[C@H](O)[C@](C)(O)C12CC2	.	.	-0.5
COC(=O)C1=C(c2ccc(S(C)(=O)=O)cc2)C[C@@H]2CC[C@H]1N2C(=O)NCc1ccccc1	.	.	0.24
c1ccc2c(N3CCNCC3)cccc2c1	.	.	0.039
Cn1cnc(CCN)c1	.	.	0.25
CN1C(=O)COc2c(C(=O)NC3CN4CCC3CC4)cc(Cl)cc21 (configuration not stated)	.	.	-1
CC(C)[N+](C)(CCC(C(N)=O)(c1ccccc1)c1ccccc1)C(C)C	.	.	-0.13
CC1CCC[C@H](O)CCCCCc2cc(O)cc(O)c2C(=O)O1 (some centres not stated)	.	.	-0.6
COc1ccc2[nH]cc(C3=CCNCC3)c2c1	.	.	-0.22

Additional entries follow:
mol	PLK1 kinase inh	Ecoli WT expand	hDAT+cocaine
N[C@@H](Cn1oc(=O)[nH]c1=O)C(=O)O	.	.	-0.72
CCCC[N+]1(C)[C@@H]2CC(OC(=O)[C@H](CO)c3ccccc3)C[C@H]1[C@@H]1O[C@@H]12 (some centres not stated)	.	.	-0.43
CCOc1ccc(NC(=O)c2c(O)[nH]c(=O)[nH]c2=O)cc1	.	.	-0.078
OC1CCCCC1N1CCC(c2ccccc2)CC1 (configuration not stated)	.	.	0.18
O=C(O)C(Cl)Cl	.	.	0.7
CCOC(=O)c1cncn1[C@H](C)c1ccccc1	.	.	-0.12
C[C@H]1C[C@@H](C)C(=O)[C@@H]([C@H](O)CC2CC(=O)NC(=O)C2)C1	.	.	-1.9
c1cncc(C2CCCCN2)c1 (configuration not stated)	.	.	0.53

More records follow:
mol	PLK1 kinase inh	Ecoli WT expand	hDAT+cocaine
CNCC(O)c1cc(F)c(OCc2ccccc2)c(OCc2ccccc2)c1F (configuration not stated)	.	.	-0.48
O=C1CC(=O)N(c2ccc(Cl)cc2Cl)C(=O)N1	.	.	-0.28
COc1cc([C@@H]2c3cc4c(cc3[C@@H](OC)[C@H]3COC(=O)[C@H]23)OCO4)cc(OC)c1O	.	.	-0.39
C[C@H](O)[C@H]1CC[C@H]2[C@@H]3CCC4=CC(=O)CC[C@]4(C)[C@H]3CC[C@]12C	.	.	0.063
COC(=O)[C@]1(C)C[C@H]1[C@H](NP(=O)(c1ccccc1)c1ccccc1)c1ccccc1	.	.	0.03
COc1cc2c(c(OC)c1OC)-c1ccc(C(=O)O)cc1[C@@H](NC(C)=O)CC2	.	.	-0.31
COc1ccc2[nH]cc(CCN)c2c1	.	.	-0.32
CS(=O)(=O)c1ccc(C2=C(c3ccccc3)C(=O)OC2)cc1	.	.	-0.099

The list goes on:
mol	PLK1 kinase inh	Ecoli WT expand	hDAT+cocaine
CCC(=O)O[C@@H]1[C@@H](OC(C)=O)[C@@]2(O)C(C[C@H](O)C2(C)C)[C@](C)(O)[C@H]2CC[C@@H]3[C@@H](O)[C@]12C[C@@]3(C)O (some centres not stated)	.	.	-0.23
COc1ccc(CNC(=O)/C=C/c2ccc3[nH]cc(CCN(C)C)c3c2)cc1	.	.	0.13
CO[C@H]1[C@@H](OC)CC(OC2OC(CO)C(O)C(O)C2O)/C(=C\C#N)[C@@H]1O (some centres not stated)	.	.	-0.64
CC(C)N1OC2CC1c1nc3ccccc3n1C2 (configuration not stated)	.	.	-1.4
O=C(Oc1ccc([N+](=O)[O-])cc1)N1CCC(N2CCCCC2)CC1	.	.	-0.11
CC1C2Cn3c(nc4ccccc43)C1N(C)O2 (configuration not stated)	.	.	-0.0039
CN1CCc2c([nH]c3ccccc23)C1	.	.	-0.072
c1cncc(C2CCCN2)c1 (configuration not stated)	.	.	-0.089

Entries listed so far that have a Cl atom:
mol	PLK1 kinase inh	Ecoli WT expand	hDAT+cocaine
O=C1CN=C(c2ccccc2F)c2cc(Cl)ccc2N1	.	.	-1.8
N[C@@H](CCl)C(=O)O	.	.	0.7
COC1C(OC(=O)c2ccc(C)[nH]2)C(O)C(Oc2ccc3c(O)c(NC(=O)c4ccc(O)c(CC=C(C)C)c4)c(=O)oc3c2Cl)OC1(C)C (configuration not stated)	.	.	0.72
Oc1c(Cl)c(Cl)c(Cl)c(Cl)c1Cl	.	.	-1.1
CN1C(=O)COc2c(C(=O)NC3CN4CCC3CC4)cc(Cl)cc21 (configuration not stated)	.	.	-1
O=C(O)C(Cl)Cl	.	.	0.7
O=C1CC(=O)N(c2ccc(Cl)cc2Cl)C(=O)N1	.	.	-0.28

Among those listed so far, these have fluorine.
mol	PLK1 kinase inh	Ecoli WT expand	hDAT+cocaine
Cc1nc2ccc(Br)cc2c(=O)n1-c1ccc([N+](=O)[O-])c(C(F)(F)F)c1	-6	.	.
O=C1CN=C(c2ccccc2F)c2cc(Cl)ccc2N1	.	.	-1.8
CNCC(O)c1cc(F)c(OCc2ccccc2)c(OCc2ccccc2)c1F (configuration not stated)	.	.	-0.48

(listing goes on)
mol	PLK1 kinase inh	Ecoli WT expand	hDAT+cocaine
C[C@]12CC[C@H](O)CC1=CC[C@@H]1[C@@H]2CC[C@]2(C)C(=O)CC[C@@H]12	.	.	-0.29
COC(=O)C1=C(c2ccccc2)C[C@@H]2CC[C@H]1N2C(=O)N1CCC(C)CC1	.	.	0.033
NC(=O)c1cc(N2CC2)c([N+](=O)[O-])cc1[N+](=O)[O-]	.	.	0.94
O=C(O)CC[N+](=O)[O-]	.	.	1.2
COC(=O)[C@H]1C[C@@H]1[C@H](NP(=O)(c1ccccc1)c1ccccc1)c1ccccc1	.	.	0.012
COC(=O)C1=C(c2cccc(OC)c2OC)C[C@@H]2CC[C@H]1N2C(=O)NC1CC1	.	.	-1.4
COC(=O)C1=C(c2cc3ccccc3o2)C[C@@H]2CC[C@H]1N2C(=O)NCc1ccccc1	.	.	0.11
COc1ccc2c(c1)[C@]13CCCCC1C(C2)N(C)CC3 (some centres not stated)	.	.	-0.79

The results go on:
mol	PLK1 kinase inh	Ecoli WT expand	hDAT+cocaine
C[C@]12CC[C@@H](O)C[C@@H]1CC[C@@H]1[C@@H]2CC[C@]2(C)C(=O)CC[C@@H]12	.	.	0.012
COC(=O)[C@@H](N)CCCN=C(N)N[N+](=O)[O-]	.	.	-0.6
NC(=O)CN1CCCC1=O	.	.	-0.73
C/C=C1\CN2[C@H]3C[C@@]45c6ccccc6N(C)[C@H]4[C@@H]2CC1C3[C@H]5O (some centres not stated)	.	.	0.069
Cc1cccc(NC2=NCCCS2)c1C	.	7	0.053
O=P(O)(O)/C=C(\Cl)c1ccccc1	.	-3	-0.74
O=C(CN1CC(c2ccccc2)CC1=O)Nc1ccc(F)cc1 (configuration not stated)	.	-2	-0.47
O/N=C1\CCC2CN(C3CCCCC3)CC2C1 (configuration not stated)	.	-7	-0.49

Next part
mol	PLK1 kinase inh	Ecoli WT expand	hDAT+cocaine
Cc1sc2ncn(CC(=O)NCC(=O)N3CCC4(CC3)OCCO4)c(=O)c2c1C	.	4	-1.3
COC(=O)C(O)(c1ccc2c(c1)CCCN2)C(F)(F)F (configuration not stated)	.	8	0.22
Cn1c(O)c(C(=NCCN2CCCCC2)c2ccccc2Cl)c(=O)n(C)c1=O	.	7	0.16
COc1ccccc1/C=C1/C(=N/O)C2CCN1CC2	.	3	-0.85
COc1ccc(CC2C(=O)N(C)C(=O)N(C)C2=O)c(OC)c1	.	4	-0.37
c1ccc2sc(C3CCCNC3)nc2c1 (configuration not stated)	.	8	-1.3
CCOc1ccc(-n2c(CC)nc3ccccc3c2=O)cc1	.	3	-0.072
Cc1c2cnn(CC(=O)N3CCC4(CC3)OCCO4)c(=O)c2c(C)n1Cc1ccccc1F	.	-2	-0.2

Limited to hDAT+cocaine and Ecoli WT expand, for some of the entries so far:
| SMILES | hDAT+cocaine | Ecoli WT expand |
| --- | --- | --- |
| c1ccc2sc(C3CCCNC3)nc2c1 (configuration not stated) | -1.3 | 8 |
| CCOc1ccc(-n2c(CC)nc3ccccc3c2=O)cc1 | -0.072 | 3 |

The results go on:
mol	PLK1 kinase inh	Ecoli WT expand	hDAT+cocaine
CN1CCc2nc(SCC(=O)OC(C)(C)C)c(C#N)cc2C1	.	4	1
COc1ccc(N2C(=O)CC(N3CC=C(c4ccccc4)CC3)C2=O)cc1 (configuration not stated)	.	7	-0.095
CCN(CC)C(=O)c1ccc(NC(=O)Cn2nc(C)c3ccccc3c2=O)cc1	.	5	-0.073
Cc1cccn2c(NCC3CCCO3)c(C(C)C)nc12 (configuration not stated)	.	-8	2.2
Cc1ccccc1NC1=NCC(C)S1 (configuration not stated)	.	5	2.1
CC(C)OCCCNC(=O)c1c(N)n(Cc2cccs2)c2nc3ccccc3nc12	.	-10	0.84
c1ccc(CCN2CCC(N3CCN(c4ccccc4)CC3)CC2)cc1	.	14	-0.93
CCN(CC)P(=O)(Oc1cccc(C)c1)N(CC)CC	.	2	-1

More compounds follow:
mol	PLK1 kinase inh	Ecoli WT expand	hDAT+cocaine
CC1(C)CC(n2[nH]c(=O)c3c2NC(=O)CSC3c2ccc(F)cc2)CCO1 (configuration not stated)	.	-5	0.32
CCCCOC(=O)COc1cc(C)cc2oc(=O)c3c(c12)CCC3	.	-5	-0.3
O=c1[nH]c(=O)n(C2CCCCC2)c(O)c1C=NCCCn1ccnc1	.	2	0.16
O=C1NC(=O)C2(Cc3ccccc3N3CCCC32)C(=O)N1c1ccc(Cl)cc1 (configuration not stated)	.	-8	-0.62
CCc1cc2c(s1)NC(=O)CN=C2c1cccs1	.	12	-1.4
CC1=[N+]([O-])C2(N)CCc3nonc3C2(O)C1 (configuration not stated)	.	5	0.22
O=C(Cn1ncc2c3ccccc3n(Cc3ccccc3)c2c1=O)N1CCC2(CC1)OCCO2	.	-2	1.1
Cc1c2cnn(CC(=O)N3CCC4(CC3)OCCO4)c(=O)c2c(C)n1Cc1ccc(F)cc1	.	-4	-1.3
O=C(O)C1CSC(c2cccnc2)N1 (configuration not stated)	.	-2	0.091
c1cncc(C2CC(c3cccs3)n3ncnc3N2)c1 (configuration not stated)	.	3	-0.018

Source: PubChem BioAssay
